# From PubChem BioAssay
# NIH3T3 tox – kills NIH 3T3 cells; NIH 3T3 viability, CellTiter-Glo ATP luminescence, 48-72 h; Potency, µM (highest dose often 96.7 µM), without a hit: at the top dose activity change, negative = cytotoxicity, actives largely listed as inhibitors; 4.3% of 94,000 active; note: potency is the fitted concentration of half-maximal effect; nearly all actives have a fitted effect of over 55% in size
#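 NIH 3T3 cells at 400 cells/well received 23 nL of compound by pintool and were incubated 48 or 72 h at 37 °C. Viability was read as ATP-coupled CellTiter-Glo luminescence.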
# SNCA expr inh – reduces expression of the alpha-synuclein gene. 0.17% of 140,000 active. HEK-293 SNCA-luciferase knock-in, luminescence, 24 h. Potency, µM (top dose mostly 57.2 µM), inactives show at the highest dose activity change, negative = inhibition, most hits filed as inhibitors;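 note: potency is the fitted concentration of half-maximal effect; plate controls were DMSO cells for no effect and cell-free wells for full effect; nearly all actives have a fitted effect of over 45% in size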
# FLuc inh – Photinus pyralis luciferase inhibition | P08659 | Potency, µM (highest dose often 115 µM), without a hit: at the highest dose activity change, negative = inhibition, actives largely listed as inhibitors | 2.5% of 76,000 active | AID 1347043 | purified P. pyralis luciferase, luminescence, biochemical; note: potency is the fitted concentration of half-maximal effect; nearly all actives have a fitted effect of over 65% in size
# Target sequence (P08659 whole entry, looked up): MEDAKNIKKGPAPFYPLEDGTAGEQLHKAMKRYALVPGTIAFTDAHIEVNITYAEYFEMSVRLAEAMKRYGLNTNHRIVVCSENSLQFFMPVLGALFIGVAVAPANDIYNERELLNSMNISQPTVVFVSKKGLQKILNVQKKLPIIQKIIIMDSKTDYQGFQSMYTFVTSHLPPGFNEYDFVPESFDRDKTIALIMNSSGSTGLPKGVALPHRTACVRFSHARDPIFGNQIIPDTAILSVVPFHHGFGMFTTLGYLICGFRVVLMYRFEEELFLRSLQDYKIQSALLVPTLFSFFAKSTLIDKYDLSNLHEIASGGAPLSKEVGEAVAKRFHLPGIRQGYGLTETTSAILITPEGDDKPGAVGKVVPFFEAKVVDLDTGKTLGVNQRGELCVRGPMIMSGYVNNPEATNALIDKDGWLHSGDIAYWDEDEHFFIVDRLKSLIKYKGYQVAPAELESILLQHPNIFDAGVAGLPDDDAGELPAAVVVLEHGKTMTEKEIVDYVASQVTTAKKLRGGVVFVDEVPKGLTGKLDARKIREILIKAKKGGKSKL
#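 Purified P. pyralis luciferase (10nM final) in 50mM Tris acetate pH 7.5, 10mM Mg acetate, 0.01% Tween-20, 0.05% BSA with 10uM D-luciferin and 10uM ATP. Compounds titrated qHTS. Luminescence imaged on CCD.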
# SNCA viab count – counter-screen for SNCA expression inhibitors: cell viability. HEK-293-SNCA-luc viability, GF-AFC fluorescence, 24 h. Potency, µM (titrated, usually from 57.1 µM), inactives show at the highest dose activity change, negative = cytotoxicity, usual class: cytotoxic. 0.12% of 150,000 active. AID 1671193;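 note: potency is the fitted concentration of half-maximal effect; 0% = DMSO-treated cells and -100% = medium-only wells without cells; nearly all actives have a fitted effect of over 30% in size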
#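 Cytotoxicity counterscreen: after 24 h compound treatment of genome-edited SNCA-luciferase HEK-293 cells, live-cell protease substrate GF-AFC read by fluorescence after 30 min; activity scaled between DMSO (0%) and medium-only (-100%), curves Hill-fitted.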
# GPT2 inh – GPT2 alanine aminotransferase inhibition; Q8TD30; Recombinant GPT2, coupled pyruvate oxidase/HRP Amplex Red fluorescence; Potency, µM (top dose mostly 57.7 µM), for inactives: top-dose activity change, negative = inhibition, most hits filed as inhibitors; 0.25% of 100,000 active; AID 1671188; note: potency is the fitted concentration of half-maximal effect; nearly all actives have a fitted effect of over 60% in size; many of its hits are not listed in these tables
# Target sequence (Q8TD30 whole entry, looked up): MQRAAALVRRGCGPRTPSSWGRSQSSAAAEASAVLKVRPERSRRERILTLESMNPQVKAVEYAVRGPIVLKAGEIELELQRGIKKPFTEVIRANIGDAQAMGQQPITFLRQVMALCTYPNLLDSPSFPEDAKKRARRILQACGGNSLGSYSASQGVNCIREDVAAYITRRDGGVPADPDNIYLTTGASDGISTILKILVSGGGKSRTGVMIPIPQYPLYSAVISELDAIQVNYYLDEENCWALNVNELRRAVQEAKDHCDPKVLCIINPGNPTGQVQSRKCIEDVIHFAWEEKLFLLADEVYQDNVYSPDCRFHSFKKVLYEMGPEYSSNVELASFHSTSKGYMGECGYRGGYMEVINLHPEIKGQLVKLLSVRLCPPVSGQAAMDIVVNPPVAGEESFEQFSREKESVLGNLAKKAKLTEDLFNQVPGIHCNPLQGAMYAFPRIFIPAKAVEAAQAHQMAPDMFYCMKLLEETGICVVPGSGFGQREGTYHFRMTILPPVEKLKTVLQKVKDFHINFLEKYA
#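 Fluorescence of coupled pyruvate oxidase/HRP/Amplex Red system (50uM Amplex, 30 min, dark) reports pyruvate formed by GPT2. Enzyme reaction: 10ng/uL GPT2, 2mM L-alanine, 250uM a-KG, 30 min room temperature, pH 7.5; 50uM AOA control.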
# HEK cytotox – HEK 293 cell cytotoxicity. HEK 293 viability, ATP luminescence (CellTiter-Glo), 48-72 h. Potency, µM (top dose mostly 115 µM), for the others: at the top dose activity change, negative = cytotoxicity, hits mostly inhibitors. 6.6% of 94,000 active; note: potency is the fitted concentration of half-maximal effect; nearly all actives have a fitted effect of over 60% in size
#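 Cells seeded first (HEK 293, 250 cells/well), then compound added by pintool. Incubation ran 48 or 72 hr at 37 degree Celsius. CellTiter-Glo was added and luminescence imaged after 10 min at room temperature.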
# IP6K1 inhibitor – blocks human inositol hexakisphosphate kinase 1. Q92551. IP6K1 kinase, ADP-Glo luminescence, 2 h; active compounds read low. activity change, % (series mostly up to about 58 µM). 0.81% of 140,000 active; in the data active = activity change below about -25%
#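 ADP-Glo luminescence measures ADP made by human IP6K1 during a 2 h RT reaction with ATP/IP6 (mix at 1.3 mM/130 uM); top library doses 57.5 and 19.1 uM final.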
# * hit, by the source's call; i = inactive; ? = inconclusive; / = no result given; & = joins results of further samples; [ ] = another dose, or the depositor's remark. Unless noted, calls come from the whole dose curve; as a rule, active = well fitted curve in the direction sought with a large enough effect; inconclusive = small, poorly fitted or top-dose-only effect, or another doubt; inactive = no such curve, though single readings can be large; an effect the other way counts as inactive or inconclusive. Unless noted, % is set by controls: 0 for no effect and ±100 for the full control effect. A portion of the library; rates above refer to the full screens.
cpd	SMILES	NIH3T3 tox	SNCA expr inh	FLuc inh	SNCA viab count	GPT2 inh	HEK cytotox	IP6K1 inhibitor
1	O=C(NCc1ccccc1F)c1cc2ccccn2n1	/	100%[activator]	/	?	/	/	-11
2	Cn1ccc(NC(=O)c2ccc3c(c2)C2(CCN(CC4CC4)C2)CN3Cc2ccccc2)n1 (stereo not drawn)	?	-7%	-3%	-2%	5%	32µM*	13
3	O=S(=O)(c1ccccc1)N1CCCC(c2nc(CCOCc3ccccc3)no2)C1 (stereo not drawn)	?	-22%	/	0%	-5%	?	22
4	CC(=O)Nc1ccc(CN2CCC3(CC2)CC(=O)c2ccc(Cl)cc2O3)cc1	?	37%	-5%	-8%	i	50µM*	1
5	O=C(NC1CC1)[C@@H]1CN(Cc2ccncc2F)C[C@H]1CO	-27%	-2%	-11%	?	0%	-7%	1
6	Cc1nncn1C1CCN(S(=O)(=O)c2ccc(C(F)(F)F)cc2)CC1	4%	-28%	-6%	1%	5%	-1%	1
7	CCN(CC)C(=O)CCc1c(C)nn(-c2ccc(F)cc2)c1Oc1ccccc1OC	?	-13%	4%	3%	4%	?	-12
8	Cc1cccc(CC(=O)N2C[C@@H](CO)[C@H](c3ccccn3)C2)c1	-12%	11%	-3%	3%	i	0%	3
9	O=C1NCCCCCN(C(=O)CCC2CCCC2)[C@H]2CCC[C@@H]12	-21%	-1%	1%	-8%	i	-14%	-12
10	Cc1ccc(C(=O)N2CCCC(C(=O)N3CCC(N4Cc5cccn5C4=O)CC3)C2)cc1 (stereo not drawn)	-12%	6%	/	-2%	3%	-10%	-10
11	N#Cc1c(C(F)(F)F)cc(-c2cccs2)nc1SCC(=O)Nc1ccc(F)cc1	/	1%	/	3%	/	/	-4
12	COc1cccc(NC(=O)CN2CCCN(S(=O)(=O)c3ccc(Br)cc3)CC2)c1	/	54%[activator]	/	-22%	/	/	-19
13	CCCCN(CC)CCNC(=O)CN1C(=O)COc2ccc(S(=O)(=O)N3CCOCC3)cc21	/	1%	/	-12%	/	/	-10
14	CC(C)N1C(=O)C2(CCN(C(=O)Cc3c[nH]c4ccccc34)CC2)C1c1ccccc1 (stereo not drawn)	?	?	/	-20%	i	?	4
15	COCCN1C(=O)[C@H]2CN(Cc3ccsc3)C[C@H]2C1=O	-3%	12%	-3%	7%	3%	i	12

# Additional results:
cpd	SMILES	NIH3T3 tox	SNCA expr inh	FLuc inh	SNCA viab count	GPT2 inh	HEK cytotox	IP6K1 inhibitor
16	Cc1ccc(CN2Cc3[nH]cnc3C[C@H]2C(=O)NCc2ccc(C(F)(F)F)cc2)cc1	100µM*	-12%[87.6 µM]	3%[172 µM]	-16%[87.6 µM]	-8%[88.5 µM]	71µM*	-6
17	CCOC(=O)C1(Cc2ccc(OC)cc2)CCN(C(=O)CCc2ccccc2OC)CC1	?	-2%	?	-4%	?	?	3
18	O=C1CC2(CCN(Cc3ccsc3)CC2)Oc2ccccc2N1	-29%[138 µM]	5%[87.6 µM]	?	-10%[87.6 µM]	2%[88.5 µM]	?	8
19	CCc1ccc(CSc2nc(-c3ccccc3F)nc3c2Cc2c(CO)cnc(C)c2O3)cc1	/	?	/	?	/	/	-4
20	CN(C)CCCC(=O)N1Cc2ccccc2CC2(CCCN(CC3CCNCC3)C2)C1 (stereo not drawn)	3%	-8%	/	-5%	i	1%	-4
21	N#Cc1ccc([S+](=O)([O-])N2CCC3(CC2)OCCN(CC2CCOCC2)C3=O)cc1	?	-19%[87.6 µM]	-1%[172 µM]	4%[87.6 µM]	-5%[88.5 µM]	-20%[172 µM]	-3
22	COc1cccc(C(=O)N2CCC(c3nc4ccccc4s3)CC2)c1	/	-12%	/	-12%	/	/	-16
23	Cc1ccc(CN2CCC(n3cc[nH]c3=O)CC2)cc1	-10%[138 µM]	4%[87.6 µM]	13%[172 µM]	-11%[87.6 µM]	i	2%[172 µM]	2
24	CCSc1ncc(Cl)c(C(=O)N(Cc2ccc(C(C)(C)C)cc2)C2CCS(=O)(=O)C2)n1 (stereo not drawn)	/	-2%	/	-11%	/	/	17
25	C[N+]1(C)[C@@H]2CC[C@H]1CC(OC(=O)C(O)c1ccccc1)C2 (stereo partly drawn)	/	/	/	-10%	-6%	/	13
26	COc1cccc(CNCCSc2nnnn2C)c1OCc1ccccc1	/	-8%	/	7%	/	/	1
27	C=CCc1ccc(O)c(-c2ccc(O)c(CC=C)c2)c1	/	-3%	/	-9%	4%	/	/
28	O=C1OC2(c3ccccc31)c1cc(I)c(O)c(I)c1Oc1c2cc(I)c(O)c1I	/	35%[25.6 µM]	/	5%[23.9 µM]	?	/	-15
29	CC(=O)N1CCC(Cc2ccc(C(=O)N(C)Cc3cccnc3)cc2)CC1	?	58%[activator]	-3%	-13%	1%	?	-4
30	Cc1cccc(OCC(=O)N(Cc2sccc2C)C2CCS(=O)(=O)C2)c1 (stereo not drawn)	/	?	/	-10%	/	/	-3

# Additional entries
cpd	SMILES	NIH3T3 tox	SNCA expr inh	FLuc inh	SNCA viab count	GPT2 inh	HEK cytotox	IP6K1 inhibitor
31	Cc1ccc(S(=O)(=O)NC[C@H]2COCc3nc4cccnc4n32)cc1	-8%[138 µM]	8%[87.6 µM]	0%[172 µM]	-1%[87.6 µM]	4%[88.5 µM]	-21%[172 µM]	-2
32	Cc1ccc(C(=O)Nc2ccc(-c3nc4ccccc4o3)cc2)cc1Cl	/	15%	/	14%	/	/	39
33	COc1c(C)cccc1-c1nc(C2CCOC2)no1 (stereo not drawn)	-26%	-1%	?	-26%	i[11.5 µM]	i	-14
34	CC(=O)N1CCC2(CC1)CN(C(=O)Cc1csc(N)n1)Cc1ccccc1O2	i	-5%	/	-2%	-14%	i	-9
35	COc1ccccc1-n1c(=O)c(C(=O)N2CCN(C(=O)Cc3ccc(F)cc3)CC2)nc2cccnc21	-4%	4%	/	1%	i	i	21
36	O=[S+]([O-])(NC1CCN(Cc2cccc(-c3cccs3)c2)CC1)c1cccs1	?	10%	/	6%[12.5 µM]	i	?	-10&-5
37	O=C(O)COc1ccc(-c2nccc3c2C(=O)N(Cc2c[nH]c4ccccc24)CC(COc2ccc(F)c(F)c2)O3)cc1 (stereo not drawn)	?	-7%	?	2%	-13%	i	11
38	COC(=O)[C@H]1CCCN1C(=O)[C@@H]1[C@@H](NC(=O)NC2CCCCC2)CCN1C(=O)c1cccn1C	-2%	-10%	-2%	-6%	-7%	4%	-1
39	CC(C)c1ccc(NC(=O)CSC2=Nc3ccccc3C3=NC(CCC(=O)NCc4cccs4)C(=O)N23)cc1 (stereo not drawn)	/	0%	/	3%	/	/	-8
40	COc1ccccc1-n1c(=O)c(C(=O)N2CCN(C(=O)N(C)C)CC2)nc2cccnc21	-9%	-11%	/	7%	i	i	8
41	Cn1cnc([S+](=O)([O-])N2CCN(C(=O)N3CC4CC(C3)[C@H]3CCCC(=O)N3C4)CC2)c1 (stereo partly drawn)	i	-12%	-3%	-2%	4%	-4%	15
42	CS(=O)(=O)n1nc(-c2ccco2)nc1NCc1ccccc1Cl	/	80%[activator]	/	-10%	/	/	-16
43	CCN(CCCNC(=O)C1CCCCC(=O)N1C)c1ccccc1 (stereo not drawn)	-11%	4%	6%	2%	i	3%	6
44	Cc1ccc(C)c(S(=O)(=O)c2cn(C)c3cc(F)c(F)cc3c2=O)c1	/	10%	/	-6%	/	/	5
45	C[C@H](C(=O)N1CCCC1)C1CC[C@@]2(C)Cc3sc(-c4ccccc4)nc3[C@@H](C)[C@@H]2[C@H]1O (stereo partly drawn)	?	4.5µM*	8.9µM*	2%	2%	45µM*	-9

# (cont.)
cpd	SMILES	NIH3T3 tox	SNCA expr inh	FLuc inh	SNCA viab count	GPT2 inh	HEK cytotox	IP6K1 inhibitor
46	CCC(C)S(=O)(=O)c1oc(-c2ccc(F)cc2)nc1S(=O)(=O)c1ccc(F)cc1 (stereo not drawn)	/	?	/	28µM*	/	/	1
47	CCN(CC)C(=O)C[C@@H]1CCNC[C@@H]1Cc1cc(-c2ccc(F)cc2)on1	?	5%[87.6 µM]	0%[172 µM]	-10%[87.6 µM]	i	?	7
48	Cn1nccc1CN1CCC2(CC(c3cccc(C(F)(F)F)c3)=NO2)C1 (stereo not drawn)	-21%	-12%	/	-6%	i	?	15
49	Cc1ccc(C2Cn3cnc(C(=O)N4CCC(C(=O)NCc5ccccc5Cl)CC4)c3CO2)cc1 (stereo not drawn)	-34%	6%	35µM*	1%	i	?	-6
50	CCCNC(=O)CCC1CCN(C(=O)c2ccc(C)cc2)CC1	4%	68%[activator]	32µM*	4%	i	6%	30
51	CCc1ccc(NC(=O)c2sc3nc(-c4ccccc4)cn3c2C)cc1	/	69%[activator]	/	5%	/	/	12
52	O=C(NCc1ccccc1)c1cc2sccc2n1Cc1ccc(Cl)cc1	/	-22%	/	7%	/	/	-9
53	O=C(NC[C@H]1O[C@@H](CO)[C@@H](O)[C@H]1N1CCN(c2cccc(C(F)(F)F)c2)CC1)c1ccccc1	?	39%[activator]	1%	10%	-3%	?	-2
54	COC(=O)N1CCC2(CC1)CCN(Cc1cccs1)c1ccccc1O2	?	?	-12%	-28%	-22%	?	-11
55	CN1CCC2(C1)CN(CC1CC1)c1ccc(C(=O)NCC3CC3)cc12 (stereo not drawn)	?	10%[87.6 µM]	-14%[172 µM]	8%[87.6 µM]	i	?	7
56	CCn1nccc1C(=O)NCC12CCCC=C1N(Cc1ccccc1)C(=O)CC2 (stereo not drawn)	?	-20%	/	-19%	0%	?	-9
57	COc1ccccc1NC(=O)CSc1nc2ccccc2c(=O)n1CCC(=O)NC1CCCCC1	/	-2%	/	-15%	/	/	15
58	COc1ccc(C(=O)N2CCN(c3cc(-c4cccs4)[nH]n3)CC2)c(OC)c1	?	2%	8%	-3%	-3%	?	-3
59	CCSc1nc2c([nH]c3ccccc32)c(=O)n1CC	/	26%	/	3%	/	/	8
60	O=C(Nc1ccccc1Br)c1cc(S(=O)(=O)NC2CCCCC2)ccc1F	/	-1%	/	6%	/	/	-8

# (more compounds)
cpd	SMILES	NIH3T3 tox	SNCA expr inh	FLuc inh	SNCA viab count	GPT2 inh	HEK cytotox	IP6K1 inhibitor
61	COc1ccc(C(=O)Nc2ccc(S(=O)(=O)N(Cc3ccccc3)c3ccccc3)cc2)cc1	/	31%	/	-7%	/	/	9
62	O=C(NC[C@H]1O[C@@H](CC(=O)N2CCN(c3ccc(F)cc3)CC2)[C@H](O)[C@@H]1O)c1ccccc1	-22%	6%	-4%	5%	0%	-20%	3
63	COC(=O)c1ccccc1NC(=O)C1CCCN(c2ncnc3onc(C)c23)C1 (stereo not drawn)	/	-20%	/	?	/	/	-9
64	Cc1nc(-c2c3n(c(=O)n(CC(=O)Nc4ccc(F)c(Cl)c4)c2=O)CCCCC3)no1	-1%	-21%	1%	-6%	i	0%	13
